# Screening results from PubChem BioAssay.
# WRN inhibitor: WRN helicase (human) inhibition | Q14191 | WRN helicase unwinding, fluorescent forked duplex, kinetic | Potency, µM (doses to about 114 µM), without a hit: at the highest dose activity change, negative = inhibition, usual class: inhibitors | actives 0.46% (n = 360,000); further: potency means the concentration at half of the fitted maximal effect; on the % scale 0 is the no-effect control and ±100 the full control effect; nearly all actives have a fitted effect of over 55% in size
#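 Kinetic red-fluorescence monitoring (525/598 nm) tracks WRN helicase activity after 100 nM fluorophore-quencher forked duplex and 2 mM ATP are added to 20 nM enzyme pretreated 15 min at room temperature with compound.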
# CCT modulator: cytosolic chaperonin activity modulation. purified chaperonin ATPase assay, HTRF ADP detection, 30 min. activity change, % (concentration not given with the values), hits read low. actives 0.3% (n = 360,000); in the data active means activity change below about -30%; further: on the % scale 0 is the no-effect control and ±100 the full control effect
#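 First, chaperonin was dispensed at 40 nM or 20 nM final depending on batch activity. Next, compounds were pinned at 76 uM and ATP added at 10 uM. After 30 min at 37 °C, ADP detection reagents ran 30 min at ambient temperature.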
# PI5P4Ka inh: PI5P4K alpha (human) kinase inhibition | PI5P4Kalpha enzyme, ADP-Glo luminescence, 60 min; stronger effect = lower value | max response, % | actives 1.2% (n = 330,000); active means max response of -50% or lower; inconclusive means between -30% and -50%; inactive means -30% or higher; further: value at the top dose of about 77 µM; on the % scale 0 is the no-effect control and ±100 the full control effect
# Target sequence (P48426 whole entry, looked up): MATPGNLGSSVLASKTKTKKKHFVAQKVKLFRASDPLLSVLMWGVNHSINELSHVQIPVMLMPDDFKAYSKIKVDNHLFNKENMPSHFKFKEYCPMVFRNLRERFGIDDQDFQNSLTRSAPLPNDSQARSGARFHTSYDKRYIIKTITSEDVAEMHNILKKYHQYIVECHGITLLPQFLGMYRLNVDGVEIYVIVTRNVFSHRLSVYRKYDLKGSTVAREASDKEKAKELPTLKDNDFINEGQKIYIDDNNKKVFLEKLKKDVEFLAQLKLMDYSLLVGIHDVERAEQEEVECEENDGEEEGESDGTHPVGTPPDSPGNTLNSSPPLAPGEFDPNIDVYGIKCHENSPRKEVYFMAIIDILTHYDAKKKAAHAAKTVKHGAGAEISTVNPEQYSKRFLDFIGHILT
#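 ADP-Glo luminescence end-point read after a 60 min room-temperature kinase reaction of PI5P4Kalpha plus substrate, initiated with ATP at 5 microM final. Buffer: 0.038 M HEPES pH 7.4, EGTA, 0.1% CHAPS, 5% DMSO.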
# EPAC1 ag: activates human EPAC1 exchange factor; O95398; EPAC1 agonist qHTS, biochemical assay; response scale: 100% = response to 6.5 mM cAMP; Potency, µM (highest dose often 154 µM), for the others: at the highest dose activation, hits mostly activators; actives 0.073% (n = 360,000); AID 720707; further: potency means the concentration at half of the fitted maximal effect; nearly all actives have a fitted effect of over 60% in size
#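 Fluorescent GDP-exchange assay: 100 nM EPAC1 with 250 nM Rap1B preloaded with BODIPY-GDP and 50 uM GDP; compounds tested as concentration series, 5 min at room temperature, then read every 5 min for 30 min (ex 480/em 540 nm); normalized to 6.5 mM cAMP.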
# EPAC2 ag: agonists of human EPAC2 (RAPGEF4); Q8WZA2; EPAC2 activation, biochemical qHTS; response scale: 100% = 6.5 mM cAMP response; Potency, µM (doses to about 154 µM), for inactives: at the top dose activation, usual class: activators; actives 0.079% (n = 360,000); further: potency means the concentration at half of the fitted maximal effect; nearly all actives have a fitted effect of over 50% in size
#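 Each well held 100 nM EPAC2, 250 nM RAP1B-BODIPY-GDP and 50 uM GDP. Fluorescence, read at 5-min intervals to 30 min, was referenced to a 6.5 mM cAMP positive control.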
# IL-2 act: activators of IL-2 | IL-2 activation reporter assay, cell-based qHTS; stimulated with anti-CD3/CD4/CD28 beads; in transgenic mouse T cells | activation, % (series mostly up to about 46 µM) | actives 0.065% (n = 360,000) | AID 652025; in the data active means activation above about 50%; inconclusive means mostly about 30% to 49%; further: 0% is about no effect
#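 Readout: EGFP and DsRed signals by fluorescent plate cytometry. Unstimulated transgenic mouse T cells received compound 60 min before antibody-bead stimulation, then incubated 18 h at 37 degrees C.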
# EPAC1 antagonist: antagonists of human EPAC1. EPAC1 GEF assay, Rap1b-BODIPY-GDP exchange fluorescence. Potency, µM (highest dose often 115 µM), for inactives: at the top dose activity change, negative = inhibition, actives largely listed as inhibitors. actives 0.14% (n = 360,000). AID 720709;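 further: potency means the concentration at half of the fitted maximal effect; plate controls were vehicle for no effect and positive control for full effect; nearly all actives have a fitted effect of over 50% in size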
# PLK1 PBD inh: blocks phosphopeptide binding to human PLK1 polo-box domain | Potency, µM, for the others: max response, negative = inhibition, actives largely listed as inhibitors | P53350 | actives 2.8% (n = 360,000) | AID 720504 | Plk1 PBD binding of FITC phosphopeptide, fluorescence polarization; further: potency means the concentration at half of the fitted maximal effect; series mostly up to about 57 µM; on the % scale 0 is the no-effect control and ±100 the full control effect; nearly all actives have a fitted effect of over 65% in size
# Target sequence (P53350 whole entry, looked up, the tested form may be a part): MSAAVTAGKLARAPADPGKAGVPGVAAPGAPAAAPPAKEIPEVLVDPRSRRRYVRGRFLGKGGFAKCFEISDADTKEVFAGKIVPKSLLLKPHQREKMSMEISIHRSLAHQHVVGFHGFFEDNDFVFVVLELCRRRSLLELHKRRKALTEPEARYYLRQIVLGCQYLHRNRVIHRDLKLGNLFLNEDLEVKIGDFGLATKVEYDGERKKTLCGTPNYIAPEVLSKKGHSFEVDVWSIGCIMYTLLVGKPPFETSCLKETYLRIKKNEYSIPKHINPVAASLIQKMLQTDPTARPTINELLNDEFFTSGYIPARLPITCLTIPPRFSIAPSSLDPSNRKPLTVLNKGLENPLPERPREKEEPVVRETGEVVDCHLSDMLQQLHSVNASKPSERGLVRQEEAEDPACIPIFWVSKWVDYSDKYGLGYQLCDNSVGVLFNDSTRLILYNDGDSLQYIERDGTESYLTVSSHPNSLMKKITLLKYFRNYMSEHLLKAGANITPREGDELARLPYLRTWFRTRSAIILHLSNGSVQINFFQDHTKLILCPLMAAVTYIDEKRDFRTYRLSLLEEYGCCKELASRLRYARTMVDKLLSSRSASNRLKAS
# The depositor's hits bear a star; u = inconclusive; x = not tested or not shown; [ ] = dose if it differs, or a comment. Unless noted, the call rests on the fitted dose curve; in most records, active means well fitted curve in the direction sought with a large enough effect; inconclusive means small, poorly fitted or top-dose-only effect, or another doubt; inactive means no such curve, though single readings can be large; an effect the other way counts as inactive or inconclusive. Not all compounds are listed. The share of hits here may be higher or lower than overall.
1: COc1ccc(C2=NN(CN3C(=O)C(=O)c4ccccc43)C(c3ccc(OC)cc3)C2)cc1 (stereo not given)
2: C=CCN(C(=O)c1csnn1)C(C(=O)NC1CCCCC1)c1ccc(Cl)cc1 (stereo not given)
3: CC1(C)CC(=O)C(C=Nc2ccc(O)c(N=CC3=C(O)CC(C)(C)CC3=O)c2)=C(O)C1
4: CCN(CC)C(=O)c1cn(CC)c(=O)c2cc(OC)c(OC)cc12
5: Cc1cc(S(=O)(=O)N2CCCC2)ccc1OCC(=O)N1CCOCC1
6: Cc1ccc(SCC(=O)NC2CC3CCC(C2)N3C)cc1 (stereo not given)
7: CCCC1OC23CCCCC2C(C#N)(C(=N)O3)C1(C#N)C#N (stereo not given)
8: CCOC(=O)C1CCCN(S(=O)(=O)c2ccc(OC)cc2)C1 (stereo not given)
assay / compound,1,2,3,4,5,6,7,8
EPAC1 ag,-13%,-6%,-12%,-1%,2%,2%,-2%,-1%
PI5P4Ka inh,-7,-4,-7,-1,x,2,-2,x
EPAC2 ag,4%,3%,-10%,7%,7%,7%,-4%,5%
IL-2 act,0.1,1.6,-3.1,-1.8,-0.4,-0.4,-0.7,-2.5
WRN inhibitor,5%,4%,1%,6%,-7%,9%,1%,-5%
CCT modulator,0.5,-5.1,-1.0,-3.9,0.7,0.4,0.9,-4.3
PLK1 PBD inh,-19%,2%,2%,-12%,-2%,-2%,-4%,-1%
EPAC1 antagonist,6%,-9%,-12%,-12%,-12%,3%,14%,-7%

# Single records, as listed above. Order of values: EPAC1 ag | PI5P4Ka inh | EPAC2 ag | IL-2 act | WRN inhibitor | CCT modulator | PLK1 PBD inh | EPAC1 antagonist
# CCOC(=O)C1CCCN(S(=O)(=O)c2ccc(OC)cc2)C1 (stereo not given) is entered as -1% | x | 5% | -2.5 | -5% | -4.3 | -1% | -7%
# CCN(CC)C(=O)c1cn(CC)c(=O)c2cc(OC)c(OC)cc12 is entered as -1% | -1 | 7% | -1.8 | 6% | -3.9 | -12% | -12%
# CC1(C)CC(=O)C(C=Nc2ccc(O)c(N=CC3=C(O)CC(C)(C)CC3=O)c2)=C(O)C1 is entered as -12% | -7 | -10% | -3.1 | 1% | -1.0 | 2% | -12%

# The results go on:
9: CCCCSc1nc2c(cc1C#N)CCC2
10: Cc1cc(C)c(Cn2c(=O)[nH][nH]c2=O)cc1Cn1c(=O)[nH][nH]c1=O
11: COc1ccc(OC)c(NC(=O)COc2ccc3c(c2)CCC3)c1
12: CC12CC3CC(C)(C1)CC(C(O)CN1CCOCC1)(C3)C2 (stereo not given)
13: CCOC(=O)Nc1ccc2c(c1)Sc1ccccc1N2C(=O)CCN1CCOCC1
14: CC1(C(=O)NCc2ccco2)Cc2c(-c3ccccc3)ccnc2O1 (stereo not given)
15: Cc1ccc(C(=O)N2CCN(C)CC2)cc1S(=O)(=O)N1CCOCC1
16: Cc1cccc(NC(=O)CSc2nc(NS(=O)(=O)c3ccccc3)cc(=O)[nH]2)c1
assay / compound,9,10,11,12,13,14,15,16
EPAC1 ag,3%,-12%,17%,8%,-6%,-9%,-1%,-2%
PI5P4Ka inh,x,-12,13,0,6,-4,7,-5
EPAC2 ag,-7%,-1%,6%,5%,2%,16%,16%,3%
IL-2 act,0.1,-1.3,-0.9,-0.1,-0.7,-0.5,2.1,0.1
WRN inhibitor,0%,5%,-7%,-1%,-5%,-2%,-19%,10%
CCT modulator,-3.6,-1.1,0.8,0.6,-2.8,0.7,2.2,-1.0
PLK1 PBD inh,-9%,2%,1%,7%,0%,-1%,-13%,-3%
EPAC1 antagonist,-7%,7%,-9%,-7%,-1%,-5%,-1%,u

17: COC(=O)C(CC(=O)c1ccc(Br)cc1)n1nc(C)cc1C (stereo not given)
18: CC(C)C(=O)NC(c1ccccc1Cl)c1c(O)ccc2ccccc12 (stereo not given)
19: CCC(=O)c1ccc(N2CCC(C)CC2)c(F)c1
20: COc1ccc(C2=Nc3cc(C)ccc3OC2)cc1
21: Cn1c(N)c(C(=O)COC(=O)C23CC4CC(CC(C4)C2)C3)c(=O)n(C)c1=O
22: COc1ccc(/C=N/NC(N)=S)cc1OC(=O)c1cccc2ccccc12
23: O=C(O)C(CCc1ccccc1)N1CCOCC1 (stereo not given)
24: N#Cc1cc2c(=O)n3ccccc3nc2n(CCCN2CCOCC2)c1=O
assay / compound,17,18,19,20,21,22,23,24
EPAC1 ag,-14%,-2%,0%,-5%,-8%,22%,4%,-7%
PI5P4Ka inh,-4,x,-1,-4,15,-6,2,-4
EPAC2 ag,3%,-1%,-1%,u,7%,13%,6%,-1%
IL-2 act,-1.7,-0.1,0.4,-4.6,0.9,0.4,-2.7,-1.8
WRN inhibitor,-6%,-8%,1%,-26%,-7%,-7%,5%,-2%
CCT modulator,0.2,-1.0,-1.5,-0.8,-0.8,-2.3,1.3,-0.5
PLK1 PBD inh,-20%,-3%,-10%,-18%,-4%,4%,5%,-2%
EPAC1 antagonist,-13%,-12%,u,-8%,-13%,0%,2%,11%

25: Cc1ccccc1-n1nc(SCC(=O)O)sc1=S
26: O=C(NCCN1CCCCC1)c1c(O)c2ccccc2[nH]c1=O
27: CCCNC(=O)C1(C)CCCN(Cc2ccc(-n3ccnc3)cc2)C1 (stereo not given)
28: CCOC(=O)c1ccc(NC(=O)CN2CCN(c3ccccc3)CC2)cc1
29: CCc1nc2ccc(C(=O)NCCCN3CCCC3=O)cn2c1N(CCC(C)C)CCN(C)C
30: COC(=O)c1ccc(NC(=S)N2CCN(C(=O)c3ccco3)CC2)cc1
31: CC(=O)c1ccc(NC(=O)CN(C)CC(=O)Nc2cccc(F)c2)cc1
32: Cc1c(C(=O)NCc2ccc(F)cc2)sc(=O)n1Cc1ccc(Cl)c(Cl)c1
assay / compound,25,26,27,28,29,30,31,32
EPAC1 ag,1%,6%,-11%,2%,11%,-10%,-5%,10%
PI5P4Ka inh,-4,6,0,5,1,-8,-1,3
EPAC2 ag,4%,-6%,10%,2%,9%,5%,2%,15%
IL-2 act,0.2,-2.9,-0.4,-1.8,-0.4,-0.1,-3.6,-0.7
WRN inhibitor,7%,5%,-2%,-8%,0%,4%,-26%,0%[57.1 µM]
CCT modulator,0.7,-2.9,-2.0,1.2,-0.1,-40*,0.6,-0.1
PLK1 PBD inh,-8%,-30%,-5%,u,-16%,19µM*,-6%,-9%
EPAC1 antagonist,15%,6%,-1%,2%,5%,-6%,5%,-14%

# In the list so far, these contain a furan ring, fused or not.
14: CC1(C(=O)NCc2ccco2)Cc2c(-c3ccccc3)ccnc2O1 (stereo not given)
30: COC(=O)c1ccc(NC(=S)N2CCN(C(=O)c3ccco3)CC2)cc1
assay / compound,14,30
EPAC1 ag,-9%,-10%
PI5P4Ka inh,-4,-8
EPAC2 ag,16%,5%
IL-2 act,-0.5,-0.1
WRN inhibitor,-2%,4%
CCT modulator,0.7,-40*
PLK1 PBD inh,-1%,19µM*
EPAC1 antagonist,-5%,-6%

# Additional structures follow:
33: CCCOc1ccc(Oc2ccc(S(=O)(=O)N3CCN(C)CC3)cn2)cc1
34: O=C(NCCN1CCOCC1)C1CCN(c2ncnc3c2sc2cccc(F)c23)CC1
35: Cc1nn(C(C)C(=O)NCCCN(Cc2ccccc2)C(C)C)c(=O)c2c1sc1ccccc12 (stereo not given)
36: COc1ccc(CCNC(=O)COC(=O)/C=C/c2ccc(OC)cc2OC)cc1
37: CCN(CC)CCCNC(=O)C1c2cc(OC)c(OC)cc2C(=O)N(C)C1c1cccnc1 (stereo not given)
38: COc1ccc(CC(=O)Nc2cc(S(=O)(=O)Nc3ccc(OC)cc3)ccc2OC)cc1
39: COc1ccc2c(c1OC)C(=O)OC2Nc1ncc(Br)cc1Br (stereo not given)
40: Cc1cc(=O)oc2c3c(cc(OCC(=O)N[C@@H](CC(C)C)C(=O)O)c12)OC(C)(C)CC3
assay / compound,33,34,35,36,37,38,39,40
EPAC1 ag,0%,-25%,0%,-16%,-1%,11%,-1%,-5%
PI5P4Ka inh,4,-4,0,33,-4,0,2,-2
EPAC2 ag,9%,6%,-3%,-1%,-4%,12%,-3%,-6%
IL-2 act,-5.9,-3.3,-0.4,-2.8,-2.3,0.1,-1.3,-0.7
WRN inhibitor,7%,0%,0%,-3%,3%,-4%,3%,-3%
CCT modulator,0.1,0.9,1.3,0.0,0.8,-2.3,-2.5,1.2
PLK1 PBD inh,-12%,-4%,0%,3%,2%,-9%,-5%,5%
EPAC1 antagonist,-19%,-3%,-2%,-12%,6%,-15%,-1%,5%

41: Cc1c(Cl)cnc(NC(=O)COC(=O)CCC(=O)c2cccs2)c1Cl
42: CC1(C)C(=O)C2(CCCCC2)C(=O)OC1c1cccs1 (stereo not given)
43: COc1ccccc1/C=C/C(=O)NCC(=O)N/N=C/c1ccc(C(=O)O)cc1
44: COc1ccccc1/C=N/NC(=O)CNC(=O)c1ccc(S(=O)(=O)N(C)C)cc1
45: COc1ccc(NC(=O)Cn2c(C)cc(=O)c3cccc(OC)c32)cc1
46: CCOC(=O)C1=CNS(=O)(=O)NC1c1ccc(OC(C)=O)cc1 (stereo not given)
47: Cc1nc(Cl)sc1C(=O)Nc1cccc2ccccc12
48: Cc1cc(=O)[nH]c(=S)n1-c1ccccc1
assay / compound,41,42,43,44,45,46,47,48
EPAC1 ag,10%,10%,2%,-1%,12%,-3%,8%,-2%
PI5P4Ka inh,-24,-1,-1,-1,0,0,1,x
EPAC2 ag,0%,-5%,-1%,4%,4%,9%,1%,6%
IL-2 act,-1.7,-2.6,1.0,0.0,2.9,-0.4,-3.7,1.2
WRN inhibitor,-33%[57.1 µM],3%,-3%,9%,-17%,3%,-13%,-17%[57.1 µM]
CCT modulator,-1.7,1.9,0.1,-1.4,-0.1,-1.3,-2.9,-34*
PLK1 PBD inh,-20%,-6%,1%,-7%,-10%,-26%,-6%,1%
EPAC1 antagonist,-32%,-6%,17%,3%,-15%,-8%,-13%,-1%

49: O=C1C(Nc2ccccc2)=C2CCCC=C2N1c1ccccc1
50: CCOC(=O)Cn1nc(C)cc1NC(=O)c1ccncc1
51: Cc1noc(C)c1-c1nc(CS(=O)(=O)c2ccc(F)cc2)no1
52: COCCN(C(=O)COC(=O)c1cccnc1SC)c1c(N)n(Cc2ccccc2)c(=O)[nH]c1=O
assay / compound,49,50,51,52
EPAC1 ag,0%,1%,-2%,11%
PI5P4Ka inh,-7,-5,-1,-6
EPAC2 ag,0%,3%,4%,1%
IL-2 act,-0.6,0.5,0.2,0.1
WRN inhibitor,-1%,-8%,-4%,7%
CCT modulator,-3.2,1.1,2.4,-2.8
PLK1 PBD inh,-12%,8%,4%,-7%
EPAC1 antagonist,-15%,u,7%,-3%
